RNase H inhibition – RNase H inhibition, HIV 1 Gag Pol polyprotein, FRET biochemical assay, screening (AID 372) | HIV-1 RT RNase H, FRET RNA/DNA substrate fluorescence; higher % means a stronger effect | one-dose inhibition, % at 10 µM; IC50 in µM for titrated hits | 100,000 compounds, 0.77% hits; in the data active = inhibition above about 50%
An asterisk follows results filed as active. The list is partial; the hit share may differ from the screen's.

SMILES	RNase H inhibition
CCOC(=O)c1ccc(NC(=S)NCCCn2ccnc2)cc1	10%
COc1ccc(CN2CCN(C3CCCCC3)CC2)cc1Br	13%
CCOc1cc(OCC)cc(C(=O)Nc2ccc(NC(=O)c3ccc(Br)cc3)cc2)c1	37%
CCCNC(=O)OCC12COC3c4ccccc4OC(C)(CC1C)C3C2C (configuration not stated)	0%
CCOC(=O)c1cnc(-c2ccccc2)nc1Nc1ccccc1	2%
O=C(O)CCC(=O)Nc1ccc(Br)cc1C(=O)c1ccc(Cl)cc1	3%
CCc1ccccc1NC(=O)c1nn2c(c1Cl)NC(c1cccs1)CC2C(F)(F)F (configuration not stated)	22%
O=C1NC(=S)S/C1=C\c1ccc(-c2ccc(Cl)cc2[N+](=O)[O-])o1	11%
Cc1nc(C)c(-c2csc(Nc3ccc(S(N)(=O)=O)cc3)n2)s1	28%
CC(C)(C)c1ccc(S(=O)(=O)Nc2ccc(NC(=O)c3ccc(NS(=O)(=O)c4ccc(C(C)(C)C)cc4)cc3)cc2)cc1	43%
COc1cc(C)ccc1OCCOCCOc1ccccc1Cl	18%
CCCCC1(C)OC(=O)C(=Cc2ccc(OCc3ccccc3)c(OC)c2)C(=O)O1 (configuration not stated)	13%

Taken from above.
For RNase H inhibition, CCc1ccccc1NC(=O)c1nn2c(c1Cl)NC(c1cccs1)CC2C(F)(F)F (configuration not stated) has the entry 22%
For RNase H inhibition, CC(C)(C)c1ccc(S(=O)(=O)Nc2ccc(NC(=O)c3ccc(NS(=O)(=O)c4ccc(C(C)(C)C)cc4)cc3)cc2)cc1 has the entry 43%
For RNase H inhibition, CCOC(=O)c1cnc(-c2ccccc2)nc1Nc1ccccc1 has the entry 2%
For RNase H inhibition, COc1cc(C)ccc1OCCOCCOc1ccccc1Cl has the entry 18%
For RNase H inhibition, CCCCC1(C)OC(=O)C(=Cc2ccc(OCc3ccccc3)c(OC)c2)C(=O)O1 (configuration not stated) has the entry 13%
For RNase H inhibition, COc1ccc(CN2CCN(C3CCCCC3)CC2)cc1Br has the entry 13%

Going on with the list.
SMILES	RNase H inhibition
C/C(CC(C)C)=N/Nc1ccccc1[N+](=O)[O-]	13%
CCOC(=O)C1=C(C)N=c2s/c(=C\c3ccc(F)cc3)c(=O)n2C1c1cccc(OC)c1 (configuration not stated)	10%
Cc1ccc(S(=O)(=O)N/N=C(/Cc2ccccc2)c2ccc(-c3ccccc3)cc2)cc1	18%
CC(C)(C)NC(=O)/C(=C\c1ccc(Br)cc1)NC(=O)c1ccc([N+](=O)[O-])cc1	8%
O=C(c1ccc(F)cc1)N(Cc1ccccc1)c1cccc([N+](=O)[O-])c1	4%
COc1ccc(N=Cc2c(C)[nH]n(-c3ccc(Cl)cc3)c2=O)c([N+](=O)[O-])c1	6%
Nc1cc(S(=O)(=O)c2ccccc2)c(N)c2c1C(=O)c1ccccc1C2=O	10%
Cc1cccc(C(=O)NNC(=O)c2cccc(Cl)c2)c1	9%
Cc1ccccc1/C(=C1\OC(=O)c2ccccc21)[N+](=O)[O-]	0%
COc1ccc(-c2nc3cc(NC(=O)c4ccc5ccccc5c4)ccc3o2)cc1	16%
CC(C)CNC(=O)CC(=O)N/N=C/c1ccc(Br)cc1	7%
COc1ccc(C(C)NC(=O)c2ccc(C(C)(C)C)cc2)cc1 (configuration not stated)	1%

In a second layout: results already given
> Cc1ccccc1/C(=C1\OC(=O)c2ccccc21)[N+](=O)[O-]
- RNase H inhibition: 0%

> Cc1ccc(S(=O)(=O)N/N=C(/Cc2ccccc2)c2ccc(-c3ccccc3)cc2)cc1
- RNase H inhibition: 18%

> COc1ccc(-c2nc3cc(NC(=O)c4ccc5ccccc5c4)ccc3o2)cc1
- RNase H inhibition: 16%

Later entries.
SMILES	RNase H inhibition
Cn1c(=N)n(CC(=O)c2cc(C(C)(C)C)c(O)c(C(C)(C)C)c2)c2ccccc21	10%
O=C(Nc1nc(-c2ccc(F)cc2)cs1)c1cccnc1	13%
CCN1/C(=C2/OC(=S)N(C)C2=O)C=Cc2cc(C)ccc21	5%
O=C(/C=C/c1ccc([N+](=O)[O-])o1)c1ccc2ccccc2c1	17%
O=C(Nc1ccc(Cl)cn1)c1cc([N+](=O)[O-])ccc1Br	13%
C/C(=N\Nc1cc(-n2nc(C)cc2C)nc(C)n1)c1ccccc1	10%
COc1ccc(N(CC(=O)NC(C)c2ccccc2)S(=O)(=O)c2ccc(OC)c(OC)c2)cc1 (configuration not stated)	0%
CCOC(=O)c1c(NC(=O)c2sc3cc(C)ccc3c2Cl)sc(C(N)=O)c1C	10%
O=C(Nc1ccc2oc(-c3cc(Br)ccc3Cl)nc2c1)c1ccccc1F	43%
COc1cc(C)ccc1OCCCCOc1ccc(C)cc1Cl	6%
COC(=O)c1ccc(/C=C2/C=C(c3ccc(Br)cc3)OC2=O)cc1	7%
CCOc1ccc(N(CC(=O)Nc2ccccc2C(=O)OC)S(=O)(=O)c2ccc(SC)cc2)cc1	11%
CCc1ccc2oc(-c3ccc(NC(=O)c4ccc([N+](=O)[O-])c(C)c4)cc3)nc2c1	43%
CCCC(C)NS(=O)(=O)c1ccc(Cl)cc1 (configuration not stated)	2%
O=C1C(=O)N(CC2CCCO2)C(c2ccc(F)cc2)/C1=C(/O)c1ccccc1 (configuration not stated)	5%
CC(C)(C)C1(C)OC(=O)C(=Cc2ccc3c(c2)OCO3)C(=O)O1 (configuration not stated)	5%
COc1ccc(CN2CCN(Cc3cc(OC)ccc3OC)CC2)cc1	11%
O=C(Nc1cccc2c1C(=O)c1ccccc1C2=O)c1ccc(S(=O)(=O)N2CCOCC2)cc1	12%
COC(=N)/C(C#N)=C/c1c(O)n(-c2c(Cl)cccc2Cl)c2ccccc12	1%
COc1cc2ccccc2cc1C(=O)Nc1ccc(S(=O)(=O)Nc2nccs2)cc1	5%
COc1cccc(OC)c1C(=O)Nc1cccc(Cl)c1	1%
Cc1cc(C)cc(-n2c(C)cc(/C=C3\NC(=S)NC3=O)c2C)c1	0%
CCCOc1ccccc1/C=C1/C(=O)NN(c2ccc(C(=O)OCC)cc2)C1=O	17%
CCc1ccc(NC2=C(Cl)C(=O)N(c3ccc(Cl)cc3Cl)C2=O)cc1	9%
Cc1ccc(S(=O)(=O)Nc2ccccc2N=Cc2nc3ccccc3n2C)cc1	10%
CCC(CC)=NNC(=O)C(=O)Nc1ccc(Cl)cc1	4%
Cc1cccc(CC2S/C(=N/N=C/c3cccc([N+](=O)[O-])c3)N(c3ccccc3)C2=O)c1 (configuration not stated)	33%
CC(C)N1CCC(Nc2ccccc2)N1C=O (configuration not stated)	1%
CCOc1ccccc1NC(=O)COc1ccc(Br)c(C)c1	7%
C#CCOC1(c2ccccc2)OC(=O)c2ccccc21 (configuration not stated)	7%
CCCCC1CCC(C(=O)OC2CCC(c3ccc(F)cc3)CC2)CC1 (configuration not stated)	18%
CC1CCCN(CCC(=O)Nc2ccccc2)C1 (configuration not stated)	28%
Cc1ccc(O)c(/C=C2/SC(=S)N(Cc3ccccc3)C2=O)c1	26%
COC(=O)c1ccc(NC(=O)CCc2ccccc2)cc1	1%
Ic1ccccc1NCn1nnc2ccccc21	0%
COc1cccc(CN2CCN(Cc3ccc(Br)cc3)CC2)c1OC	4%
Cc1ccc2nc(C)c3c(c2c1)OC(C)C3 (configuration not stated)	0%
CCOC(=O)c1ccccc1NC(=O)COc1ccc(C)c(C)c1	27%
CCOc1ccc(/C=N\NC(=O)c2ccc(Br)cc2)c(O)c1	10%
CCN1C(=O)/C(=C/c2cc(OC)c(OC)c(OC)c2)C(=O)NC1=S	8%
COc1ccc(N=c2ssc3c2-c2cc(C)c(C)cc2NC3(C)C)cc1	19%
O=C(Nc1ccc(-c2csc(-c3ccccc3)n2)cc1)c1ccccc1Cl	15%
COc1cccc(C(=O)Nc2nnc(-c3ccc([N+](=O)[O-])cc3)s2)c1	6%
CCOc1ccc2nc(SC3CC(=O)N(c4ccccc4C)C3=O)sc2c1 (configuration not stated)	0%
C=CC[n+]1c(-c2ccc(OC)cc2)csc1Nc1cccc(C)c1C	18%
CC1CCN(S(=O)(=O)c2cccc3c(S(=O)(=O)N4CCC(C)CC4)cccc23)CC1	4%
Clc1ccc(-c2noc(-c3ccc(-c4ccccc4)cc3)n2)cc1	9%
Cc1ccc(S(=O)(=O)CCc2nc3ccccc3[nH]2)cc1	5%
Cc1cc(C)cc(N(CC(=O)N2CCC(C)CC2)S(C)(=O)=O)c1	31%
O=C(NC(=S)Nc1ccc(N2CCCCC2)cc1)c1cccc(I)c1	34%
Cc1ccc(SCCNS(=O)(=O)c2ccc(C)cc2)cc1	18%
O=C(/C=C/c1ccc2c(c1)OCO2)NCCSCc1ccccc1	7%
C/C(=N\Nc1cc(-c2ccccc2)nc(C)n1)c1ccccc1	12%
O=[N+]([O-])c1cccc(-n2cccc2/C=N/Nc2nc(N3CCOCC3)nc(N3CCOCC3)n2)c1	12%
CCOc1ccc(NC(=O)c2ccccc2OCC)cc1	7%
Cc1ccsc1/C=C(\C#N)C(N)=O	7%
CCOC(=O)N=Nc1c(O)[nH]c2ccc(OC)cc12	7%
O=C(Nc1cccc(Cl)c1)Nc1nc(-c2ccc(Cl)c(Cl)c2)cs1	10%
COc1ccc(NC(=O)/C(C#N)=C/c2cccnc2)cc1	0%
CC(=O)/C(=C(/C)O)c1cc(C(C)(C)C)c(O)c(O)c1C(C)(C)C	14%

Going on with the list.
SMILES	RNase H inhibition
O=P(CO)(c1ccccc1)c1ccccc1	2%
C=CCOCC(O)CS(=O)Cc1ccccc1 (configuration not stated)	1%
C=CCNC(=O)Nc1ccc2nccnc2c1	15%
CCOc1ccc(Cl)cc1/C=C(\C#N)C(=O)Nc1ccccc1C	23%
CC1=C(C(=O)OC2CCCC2)C(c2cc3c(cc2Cl)OCO3)C2=C(CC(c3ccccc3)CC2=O)N1 (configuration not stated)	11%
O=C(Nc1nnc(-c2cccc([N+](=O)[O-])c2)s1)Nc1ccc(Cl)cc1Cl	43%
CCC(C)(C)C1CCc2c(sc(NC(=O)c3ccc([N+](=O)[O-])c(C)c3)c2C(N)=O)C1 (configuration not stated)	26%
C/C(=N/NC(=O)CNc1ccccc1C)c1ccc(Cl)cc1	2%
CCOC(=O)C1=C(c2ccccc2)N(C)C(=O)NC1c1ccccc1OC (configuration not stated)	0%
C/C(=N\Nc1nnc2c(n1)[nH]c1ccccc12)c1ccccn1	10%
CC(=O)Nc1cccc(NC(=O)c2ccccc2)c1	3%
Cc1ccccc1OCC(=O)N/N=C/c1cn(C)c2ccccc12	12%
CC1=C(C(=O)Nc2ccccc2)C(c2cccc(Br)c2)NC(=O)N1 (configuration not stated)	8%
O=C(CSc1nc2ccccc2[nH]1)Nc1nc2c(s1)CCCC2	13%
COc1cc(C(=O)Nc2ccccc2)c2ccccc2n1	2%
CC(=O)C1=C(O)C(=O)N(CCN(C)C)C1c1ccc(F)cc1 (configuration not stated)	4%
Cc1ccc2c(c1)NC(c1ccc(C)o1)C1=C(CC(c3ccccc3)CC1=O)N2 (configuration not stated)	1%
CC1Cc2ccccc2N1C(=S)Nc1ccc2nccnc2c1 (configuration not stated)	19%
NC(=S)N/N=C/c1cn(-c2ccccc2)nc1-c1ccc(Cl)cc1	3%
CCn1c(SCc2ccc(Cl)cc2)c[n+]2c1CCC2	1%
COc1ccc(C(=O)CSc2nnc(COc3ccccc3)n2-c2ccc(OC)cc2OC)cc1	3%
O=C(N/N=C/c1ccc(Cl)cc1)C(=O)Nc1cccc(Cl)c1	11%
O=C(Nc1ccccc1CO)c1ccccc1F	11%
COc1cc(NC(=O)COc2ccc(Cl)cc2Br)cc(OC)c1	9%

Structural class, the entries above with an NH in an aromatic ring
SMILES	RNase H inhibition
COc1ccc(N=Cc2c(C)[nH]n(-c3ccc(Cl)cc3)c2=O)c([N+](=O)[O-])c1	6%
Cc1ccc(S(=O)(=O)CCc2nc3ccccc3[nH]2)cc1	5%
CCOC(=O)N=Nc1c(O)[nH]c2ccc(OC)cc12	7%
C/C(=N\Nc1nnc2c(n1)[nH]c1ccccc12)c1ccccn1	10%
O=C(CSc1nc2ccccc2[nH]1)Nc1nc2c(s1)CCCC2	13%

Continued.
SMILES	RNase H inhibition
COC(=O)C1=C(C)N(c2ccc(C)cc2)/C(=C\c2sccc2C)C1=O	4%
O=C(O)CCCC(=O)Nc1ccc(Cl)cc1	5%
CCOc1ccc(C(=O)Nc2ccc(Cl)c(-c3nc4cc(CC)ccc4o3)c2)cc1	14%
O=C(Nc1ccc(F)cc1)c1cccc(C(=O)Nc2ccc(F)cc2)c1	6%
CCC(C(=O)N1CCN(c2cccc(Cl)c2)CC1)c1ccccc1 (configuration not stated)	4%
CC(C)(C)c1cc(C(=O)N/N=C/c2ccc(O)c([N+](=O)[O-])c2)n[nH]1	4%
CC(=O)Nc1ccccc1C(=O)N1CCc2ccccc2C1	6%
COc1ccc(C(=O)/C=C/c2ccc(-c3ccc(Cl)c([N+](=O)[O-])c3)o2)cc1	11%
COc1ccc(CN2CCN(Cc3cccc(C)c3)CC2)c(OC)c1OC	8%
NS(=O)(=O)c1ccc(CCNc2ccc(C(F)(F)F)cc2[N+](=O)[O-])cc1	5%
COc1ccc(N(CC(=O)Nc2ccc(OC)c(OC)c2)S(C)(=O)=O)cc1Cl	8%
Cc1ccc(-c2nnc(-c3cccc(S(=O)(=O)N4CCOCC4)c3)o2)cc1	1%
C=CCOc1c(Cl)cc(/C=C2/C(=O)NN(c3ccc(C)c(C)c3)C2=O)cc1OC	14%
O=C1C(=O)N(c2cccc(C(=O)O)c2)C(c2ccc([N+](=O)[O-])cc2)/C1=C(/O)c1ccccc1 (configuration not stated)	7%
COc1ccccc1/C=C/C(=O)c1c2c(c(C)[nH]c1=O)CCCC2	16%
C=CCOc1ccc(/C=c2\sc3n(c2=O)C(c2ccc(C)cc2)C(C(=O)OCC)=C(C)N=3)cc1OCC (configuration not stated)	10%
COC(=O)c1ccc(/C=C2/SC(=S)N(C)C2=O)cc1	0%
O=C(O)C1=C2C(=O)Nc3cccc(c32)C2(C1)C(=O)Nc1ccccc12 (configuration not stated)	9%
Cc1ccc(C(=O)c2c(N)sc3c2CCCC3)cc1	23%
O=S(=O)(NC1CCCCCCC1)c1ccc(F)cc1	7%
Cc1ccc(NC(=O)c2sc3ccccc3c2Cl)nc1	8%

Source: PubChem BioAssay
